TAAR1 ag: agonists of human TAAR1 | Q96RJ0 | CHO RD-HGA16 TAAR1, Fluo-8 calcium fluorescence; vehicle wells 0%, saturating PEA agonist 100% | activation, % at 3 µM | hit rate 0.99% among 360,000;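 active means activation above the mean activation of all test compounds in the run plus 3 SD, cut at about 38% in these data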
Target sequence (Q96RJ0 whole entry, looked up): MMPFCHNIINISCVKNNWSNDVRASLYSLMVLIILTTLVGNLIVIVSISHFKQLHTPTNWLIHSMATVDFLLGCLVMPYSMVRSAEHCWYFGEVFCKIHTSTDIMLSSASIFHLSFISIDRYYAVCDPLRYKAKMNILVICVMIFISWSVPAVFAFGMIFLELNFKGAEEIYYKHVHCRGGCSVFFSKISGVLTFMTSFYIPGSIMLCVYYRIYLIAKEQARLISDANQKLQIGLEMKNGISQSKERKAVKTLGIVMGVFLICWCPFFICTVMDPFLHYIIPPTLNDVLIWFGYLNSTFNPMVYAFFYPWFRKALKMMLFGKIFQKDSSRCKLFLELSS
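System: CHO RD-HGA16 cells carrying human TAAR1 plus Gα16; Incubation: 17-24 h seeding, 75 min 37 °C dye, 30 min RT; Measured by: Fluo-8 fluorescence, 5 s baseline then 140 s kinetic read; Control set: DMSO and PEA EC100; Replication: single well for each compound.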
CHRM5 agonist: agonists of human muscarinic M5 receptor (CHRM5); AID 624037; P08912; activation, % at 3 µM; CHO-K1 hM5 cells, Fluo-8 calcium fluorescence; 0% DMSO wells, 100% maximal acetylcholine response; hit rate 0.19% among 360,000;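 active means activation above the run's mean over test compounds plus 3 SD, cut at about 23% in these data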;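 further: signal is peak over basal fluorescence ratio across the kinetic read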
CHRM1 PAM: positive allosteric modulators of human M1 muscarinic receptor | CHO-K1 hM1, Fluo-8 calcium fluorescence, ACh EC20; 0% = ACh EC20, 100% = maximal ACh | hit rate 0.088% among 360,000 | P11229 | activation, % at 3 µM; in the data active means activation above about 19%, passing the limit was not always enough
CHRM4 antagonist: antagonists of human muscarinic M4 receptor (CHRM4); P08173; CHO-hM4 cells, ACh EC80, Fluo-8 calcium fluorescence; inhibition, % at 3 µM; AID 624125; hit rate 0.73% among 360,000;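 active means inhibition above its plate's cutoff, the mean inhibition of sample wells plus 3 SD, cut at about 27% in these data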;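 further: 0% = acetylcholine EC80 with DMSO and 100% = DMSO without agonist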
Target sequence (P08173 whole entry, looked up): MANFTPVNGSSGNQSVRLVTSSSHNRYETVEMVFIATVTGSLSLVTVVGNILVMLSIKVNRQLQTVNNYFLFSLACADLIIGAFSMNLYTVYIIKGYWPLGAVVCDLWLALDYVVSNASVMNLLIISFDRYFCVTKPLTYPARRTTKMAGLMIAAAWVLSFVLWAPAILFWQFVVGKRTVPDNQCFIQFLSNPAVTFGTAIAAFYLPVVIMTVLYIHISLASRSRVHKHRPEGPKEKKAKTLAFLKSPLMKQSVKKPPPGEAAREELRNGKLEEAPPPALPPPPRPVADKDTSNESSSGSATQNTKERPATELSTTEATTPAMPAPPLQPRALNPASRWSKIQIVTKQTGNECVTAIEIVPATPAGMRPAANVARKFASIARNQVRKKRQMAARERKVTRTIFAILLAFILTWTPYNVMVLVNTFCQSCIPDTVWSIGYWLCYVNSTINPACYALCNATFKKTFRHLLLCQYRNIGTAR
CHRM5 PAM: positive allosteric modulators of human muscarinic M5 receptor; P08912; CHO-K1 hM5, Fluo-8 calcium, ACh EC20 PAM; 0% = ACh EC20, 100% = ACh EC100; activation, % at 3 µM; hit rate 0.3% among 360,000; AID 624038;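 active means activation above the run cutoff, the mean activation of all test compounds plus 3 SD, cut at about 18% in these data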
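Probe or stimulus: acetylcholine, EC20 level; Assay system: human M5 receptor in CHO-K1 cells; Schedule: compound preincubation 140 s before EC20 acetylcholine addition; Technique: intracellular calcium via Fluo-8 fluorescence; Dosing: single-point, 3 µM nominal; Read-out basis: percent activation from peak-over-basal fluorescence ratio, scaled EC20-to-EC100 acetylcholine; Repeats: one well per compound, no replicates.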
CHRM1 antagonist: human CHRM1 antagonism | P11229 | CHO-K1 hM1, Fluo-8 calcium fluorescence, ACh EC80 antagonist | inhibition, % at 3 µM | hit rate 1.3% among 360,000 | AID 588852;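 active means percent inhibition above its own plate's cutoff, namely the mean of that plate's compound wells plus 3 SD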;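 further: peak over basal fluorescence ratio during 140 s after agonist addition; 0% = ACh EC80 plus DMSO and 100% = DMSO alone without agonist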
CHRM4 agonist: CHRM4 agonism in calcium assay; P08173; CHO-K1 hM4/Gqi5, Fluo-8 calcium fluorescence; vehicle 0%, full acetylcholine response 100%; activation, % at 3 µM; hit rate 0.14% among 360,000;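 active means activation above the run mean over all test wells plus 3 SD, cut at about 32% in these data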;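 further: peak over basal fluorescence ratio per well then scaled between controls; 0% = DMSO wells and 100% = acetylcholine at EC100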
CHRM1 agonist: activates human CHRM1 receptor; activation, % at 3 µM; P11229; CHO-K1 hM1, Fluo-8 calcium fluorescence, agonist mode; 0% DMSO, 100% acetylcholine EC100; hit rate 0.33% among 360,000;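 active means activation above the run's mean compound activation plus 3 SD, cut at about 16% in these data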;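 further: peak over basal fluorescence ratio within a 140 s kinetic read after compound addition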
CHRM5 antagonist: CHRM5 antagonism in calcium assay; CHO-hM5 cells, Fluo-8 calcium fluorescence, ACh EC80; inhibition, % at 3 µM; hit rate 0.59% among 360,000; AID 624040;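 active means inhibition above a per-plate cutoff, the mean of that plate's test compounds plus 3 SD, cut at about 27% in these data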;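 further: 0% = acetylcholine EC80 with DMSO and 100% = DMSO without agonist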
Numbers without * were called inactive; x = not tested or not shown.

Sample of the layout, 2 compounds:
SMILES	TAAR1 ag	CHRM5 agonist	CHRM1 PAM	CHRM4 antagonist	CHRM5 PAM	CHRM1 antagonist	CHRM4 agonist	CHRM1 agonist	CHRM5 antagonist
CN(C)CC(=O)N[C@@H]1CC[C@@H](CC(=O)NCCN2CCCCC2)O[C@@H]1CO	6	0	x	-9	20*	x	1	x	-18
CCCn1nnc2ccccc2c1=O	6	2	10	16	-1	-9	0	-6	0

This part in full, from the start:
SMILES	TAAR1 ag	CHRM5 agonist	CHRM1 PAM	CHRM4 antagonist	CHRM5 PAM	CHRM1 antagonist	CHRM4 agonist	CHRM1 agonist	CHRM5 antagonist
CN(C)CC(=O)N[C@@H]1CC[C@@H](CC(=O)NCCN2CCCCC2)O[C@@H]1CO	6	0	x	-9	20*	x	1	x	-18
CCCn1nnc2ccccc2c1=O	6	2	10	16	-1	-9	0	-6	0
Cc1ccn(CCC(=O)NC2CC(C)(C)Cc3c2cnn3-c2ccccc2C)n1 (stereo unspecified)	0	-1	-1	-2	4	2	-1	-4	-12
OC1=C(O)c2nc3cc(C(F)(F)F)ccc3nc21	5	2	-3	8	-10	14	12	-4	7
CC(=O)OCC(=O)C1(O)CCC2C3CCC4CC(O)CCC4(C)C3C(=O)CC21C (stereo unspecified)	3	3	1	-4	-5	-2	3	-4	8
Cc1ccccc1NC(=O)Cc1nnc(SCc2ccc(Cl)c(Cl)c2)n1C	1	-1	3	-10	-6	-4	2	7	4
Cc1ccc(S(=O)(=O)N2CCN(C(=O)CCC(=O)Nc3ccc(Br)c(C)c3)CC2)cc1	3	0	-3	15	-12	8	8	-4	10
O=C(COC(=O)c1cccnc1Cl)NCc1ccco1	0	-1	8	-4	7	0	4	-2	6
CN1C(=O)CSc2ccc(NC(=O)NCCC3=CCCCC3)cc21	16	6	-5	15	-10	2	18	0	8
CN(C)/C=C/c1c(C#N)c(=O)ncn1Cc1ccccc1	7	-1	0	9	0	-3	0	-3	2
CNC(=O)c1ccccc1NC(=O)c1c(O)c2c([nH]c1=O)CCCC2	3	0	12	0	-3	-26	0	2	-2
Nn1c(SCC(=O)Nc2ccc(F)cc2)nnc1-c1ccccn1	16	0	5	1	7	-2	1	-4	-10
Cc1cc(-c2csc(N)n2)c(C)n1-c1ccccc1	5	0	11	-5	2	-9	1	-7	-5
CCC(CC)c1nnc(NC(=O)CS(=O)(=O)c2ccc(C)cc2)s1	-1	-3	20	-7	2	-22	1	-2	9
O=C(Cc1ccccc1)N1CCN(c2ncccn2)CC1	5	2	8	-4	3	-5	1	-4	6
Cc1cc(C(=O)O)c(CCCN)s1	1	-1	5	-29	6	-10	0	-2	-15
Cc1ccc(N(C(=O)c2ccc(Br)o2)C2C=CS(=O)(=O)C2)cc1 (stereo unspecified)	0	0	4	-10	-7	1	1	1	5
CN(C)CCOC(=O)CCCCCCCCC(=O)OCCN(C)C	1	-3	6	2	1	-3	0	-7	8
O=S1(=O)N=C(c2ccccc2)C=C(c2ccccc2)N1	2	0	0	-5	5	0	0	-2	-15
O=C(COC(=O)c1cc(Br)ccc1O)NCC1CCCO1 (stereo unspecified)	4	0	8	2	2	-5	1	-4	1
O=C1CC(N2CCN(c3ccc(S(=O)(=O)N4CCOCC4)cc3)CC2)C(=O)N1Cc1ccccc1 (stereo unspecified)	10	1	-3	-6	-4	-21	5	2	8
Cc1ccc(NC(=O)C(=O)c2cn(CC(=O)N3CCCCC3)c3ccccc23)cc1	3	-2	10	-5	-3	-8	10	-3	-2
COc1ccc(NS(=O)(=O)c2ccc(-c3coc(C)n3)cc2)cc1OC	4	7	-17	47*	-14	63*	28	5	51*
Cc1cc(C(=O)N2CCN(c3ccccn3)CC2)no1	8	0	3	-4	2	0	2	-1	-1
O=C(COC(=O)COc1ccc(Cl)cc1)Nc1ccc2c(c1)OCCO2	0	-1	1	-1	1	2	1	-2	5

A stretch taken from the entries so far:
SMILES	TAAR1 ag	CHRM5 agonist	CHRM1 PAM	CHRM4 antagonist	CHRM5 PAM	CHRM1 antagonist	CHRM4 agonist	CHRM1 agonist	CHRM5 antagonist
CN(C)CC(=O)N[C@@H]1CC[C@@H](CC(=O)NCCN2CCCCC2)O[C@@H]1CO	6	0	x	-9	20*	x	1	x	-18
CCCn1nnc2ccccc2c1=O	6	2	10	16	-1	-9	0	-6	0
Cc1ccn(CCC(=O)NC2CC(C)(C)Cc3c2cnn3-c2ccccc2C)n1 (stereo unspecified)	0	-1	-1	-2	4	2	-1	-4	-12
OC1=C(O)c2nc3cc(C(F)(F)F)ccc3nc21	5	2	-3	8	-10	14	12	-4	7
CC(=O)OCC(=O)C1(O)CCC2C3CCC4CC(O)CCC4(C)C3C(=O)CC21C (stereo unspecified)	3	3	1	-4	-5	-2	3	-4	8
Cc1ccccc1NC(=O)Cc1nnc(SCc2ccc(Cl)c(Cl)c2)n1C	1	-1	3	-10	-6	-4	2	7	4
Cc1ccc(S(=O)(=O)N2CCN(C(=O)CCC(=O)Nc3ccc(Br)c(C)c3)CC2)cc1	3	0	-3	15	-12	8	8	-4	10
O=C(COC(=O)c1cccnc1Cl)NCc1ccco1	0	-1	8	-4	7	0	4	-2	6
CN1C(=O)CSc2ccc(NC(=O)NCCC3=CCCCC3)cc21	16	6	-5	15	-10	2	18	0	8
CN(C)/C=C/c1c(C#N)c(=O)ncn1Cc1ccccc1	7	-1	0	9	0	-3	0	-3	2
CNC(=O)c1ccccc1NC(=O)c1c(O)c2c([nH]c1=O)CCCC2	3	0	12	0	-3	-26	0	2	-2
Nn1c(SCC(=O)Nc2ccc(F)cc2)nnc1-c1ccccn1	16	0	5	1	7	-2	1	-4	-10
Cc1cc(-c2csc(N)n2)c(C)n1-c1ccccc1	5	0	11	-5	2	-9	1	-7	-5
CCC(CC)c1nnc(NC(=O)CS(=O)(=O)c2ccc(C)cc2)s1	-1	-3	20	-7	2	-22	1	-2	9
O=C(Cc1ccccc1)N1CCN(c2ncccn2)CC1	5	2	8	-4	3	-5	1	-4	6

Further structures:
SMILES	TAAR1 ag	CHRM5 agonist	CHRM1 PAM	CHRM4 antagonist	CHRM5 PAM	CHRM1 antagonist	CHRM4 agonist	CHRM1 agonist	CHRM5 antagonist
COc1ccc(Oc2nnnn2-c2ccccc2)cc1	1	-4	-1	-14	0	-2	0	-7	-7
Cc1cccc(NC(=O)c2ccc(C3SCC(=O)N3CCc3ccccc3)cc2)c1C (stereo unspecified)	12	0	-7	-3	-19	15	6	0	11
CCN(CC(=O)NCc1cccs1)C(=O)CCC(=O)c1ccc(F)cc1	0	0	2	-10	-2	-6	0	-5	11
CCOC(=O)C1CCN(C(=O)CNC(=O)OC(C)(C)C)CC1	4	-3	6	0	8	-22	1	-4	6
CC(=O)c1cc(C#N)c(SCC(=O)O)nc1C	7	-4	2	-14	-3	10	1	-2	-7
COC(=O)c1ccccc1NC(NC(=O)c1ccco1)C(=O)c1ccccc1 (stereo unspecified)	10	-1	-1	0	-10	-2	-2	-2	1
Cc1ccc(C(=O)OC(C)C(=O)NC2CCCCC2C)cc1S(=O)(=O)N1CCCCC1 (stereo unspecified)	0	-1	4	-2	3	-11	1	-2	-3
Cc1ccc(N(C(=O)c2csnn2)C(C(=O)NCc2ccccc2)c2ccccn2)cc1 (stereo unspecified)	4	-3	7	0	-5	-6	1	-2	8
CCCCCC(O)(CCN1CCCCC1)c1ccccc1 (stereo unspecified)	0	-9	-31	99*	-22	100*	2	-8	98*
CCC(=O)N/C=C/n1cnc2cc(C(F)(F)F)ccc21	2	1	8	0	12	-27	1	0	-12
COC(=O)c1ccc(NC(=O)CN2CCN(S(=O)(=O)c3cc(Cl)ccc3OC)CC2)cc1	18	-3	-2	10	-5	-1	6	-4	-10
Cc1cccc2nc(-c3ccco3)oc(=O)c12	1	-1	10	8	2	-3	0	-2	-1
CCN(C(=O)CSc1nc2cc(C(=O)OC)ccc2c(=O)n1Cc1ccco1)c1cccc(C)c1	3	2	11	8	8	1	0	0	-6
COC(=O)c1c(C(=O)OC)n(CCCN)c2ccc(C)cc12	3	-1	2	-5	4	2	1	-3	-2
O=C(c1ccc(Cl)cc1)N1CCC(O)(CSc2ccc(Cl)cc2Cl)CC1	7	-1	-1	-6	-2	0	6	-2	12
CCCCNC(=S)N(C)/N=C/c1ccc(F)cc1	-1	-4	-1	0	1	-4	-2	-7	-1
O=C(Nc1cccc(O)c1)c1cc(-c2ccco2)on1	8	1	2	4	-1	-7	1	-4	2
COc1ccccc1-n1c(SC)nc2c(sc(=S)n2-c2ccccc2)c1=O	5	1	10	-3	0	-7	0	-4	6
O=C1N(Cc2ccccc2)CCCC12CCCN(Cc1ccccc1)C2=O	0	-2	8	5	0	-11	2	-2	4
Cc1nc(C)n(CC(=O)c2ccc(Cl)cc2Cl)n1	5	5	-4	6	0	16	0	-1	1
CN1CCC2(CC1)N=C(c1ccc(F)cc1)C(=S)N2C(=O)c1ccc(C(C)(C)C)cc1	10	-10	-26	5	-21	49*	2	-8	33*
Cc1ccc(-c2nnc(SCC(=O)N/N=C/c3c(C)nn(-c4ccccc4)c3C)n2-c2ccccc2)cc1	2	0	6	1	0	-11	1	-10	-4
CC(C)(C)c1ccc(C(=O)NCCCNC(=O)c2ccco2)cc1	0	-4	14	-1	0	-6	1	-2	9
O=C(NCCn1ccc2ccccc21)c1ccc(S(=O)(=O)N2CCOCC2)cc1	10	2	4	-20	-5	-14	2	-3	3
COc1cccc(-c2ccc3c(c2)N(Cc2cccc(F)c2)C(=O)C(C)S3)c1 (stereo unspecified)	2	-1	5	3	-3	-6	1	-3	3

The list goes on.
SMILES	TAAR1 ag	CHRM5 agonist	CHRM1 PAM	CHRM4 antagonist	CHRM5 PAM	CHRM1 antagonist	CHRM4 agonist	CHRM1 agonist	CHRM5 antagonist
CCNc1nc(NC(C)C)nc(N(C#N)CCOc2ccccc2)n1	20	-6	-3	3	-2	3	-2	-5	-10
COc1ccccc1-c1nnc(SCC(=O)Nc2ccc(N3CCOCC3)cc2)n1N	8	3	3	1	7	-2	1	3	15
COc1ccc(OC)c(NC(=O)Cn2c(CCC(=O)O)ccc2-c2cccs2)c1	7	-2	7	10	3	-23	1	-3	0
CCCCOC(=O)C1=C(C)Nc2ncnn2C1c1cc(OC)ccc1OC (stereo unspecified)	9	0	7	5	2	-3	0	-6	-5
CN(Cc1cccnc1)Cc1cn(Cc2ccccc2)nc1-c1ccc2c(c1)OCO2	8	-1	8	5	3	-10	1	-9	-1
COCCn1c(C)cc(C(=O)COC(=O)CNC(=O)c2ccccc2)c1C	3	2	8	-5	2	-6	2	-3	-8
C(=C\c1nnc(-c2cccs2)o1)/c1ccccc1	-2	-3	1	-6	3	-2	1	-7	-6
O=C(C[C@H]1CC[C@H]2[C@@H](COC[C@@H](O)CN2S(=O)(=O)c2ccccc2)O1)N[C@@H]1CCN(Cc2ccccc2)C1	0	-4	x	5	4	x	1	x	3
O=C(O)c1csc(-c2ccccc2)n1	1	2	5	0	6	-17	0	4	-8

These rows are one share of the data, so the mix of outcomes need not match the whole.
